Compound activity from PubChem.
eIF4E 4G PPI: eIF4E–eIF4G protein interaction inhibitors, primary screen, biochemical, uHTS, TR-FRET, eIF4GI fragment. Eukaryotic translation initiation factor 4E (Mus musculus) + Eukaryotic translation …. TR-FRET eIF4E-eIF4GI(517-606) binding, 2 h. inhibition, % at 21.7 µM. hit rate 0.37% among 220,000. AID 782, 2007;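 active = inhibition above about 30%, limit read from the data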;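 note: 0% = full FRET control wells and 100% = background wells lacking eIF4GI fragment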
14-3-3 Bad inh: inhibitors of 14-3-3 zeta/Bad binding, primary screen, biochemical, TR-FRET, bovine 14-3-3 zeta; 14-3-3 protein zeta/delta (Bos taurus), P63103; TR-FRET 14-3-3zeta/Dy647-pBad peptide displacement, 1 h; inhibition, % at 21.7 µM; hit rate 0.71% among 220,000;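 active = inhibition above about 70%, limit read from the data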;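 note: 0% = full 14-3-3 plus peptide FRET controls and 100% = background without 14-3-3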
zVAD death inh: inhibitors of zVAD-triggered necroptosis, primary screen, L929 cells. L929 zVAD necroptosis rescue, ATP luminescence, 24 h; with zVAD 60 µM. viability rescue, % at 10 µM. hit rate 0.38% among 220,000. AID 1377, 2008;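 active = activation, scaled between plate controls, above about 75%, limit read from the data; inactive = activation under that limit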;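 note: 0% = zVAD with DMSO and 100% = DMSO alone without zVAD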
Rad51 HR inh: human RAD51 strand exchange inhibitors, primary screen, biochemical, fluorescence; inhibition, % at 10 µM; AID 1385, 2008; DNA repair protein RAD51 homolog 1 (Homo sapiens), Q06609; hRad51 DNA strand exchange, fluorescence dequenching; hit rate 0.085% among 200,000;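 active = inhibition above 40% at the single screening dose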;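 note: 0% = DMSO control wells and 100% = blanks with heterologous ssDNA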
Target sequence (Q06609 whole entry, looked up): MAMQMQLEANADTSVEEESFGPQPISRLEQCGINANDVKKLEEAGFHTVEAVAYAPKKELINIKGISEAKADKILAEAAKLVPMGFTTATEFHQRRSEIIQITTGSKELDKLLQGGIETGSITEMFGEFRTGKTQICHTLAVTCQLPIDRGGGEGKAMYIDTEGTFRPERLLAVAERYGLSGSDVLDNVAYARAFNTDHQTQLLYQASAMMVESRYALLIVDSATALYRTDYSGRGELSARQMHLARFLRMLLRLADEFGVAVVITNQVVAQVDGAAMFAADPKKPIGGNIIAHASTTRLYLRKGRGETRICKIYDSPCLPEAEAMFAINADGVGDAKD
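Read-out basis: percent inhibition relative to plate controls and blanks / Assay system: human Rad51 nucleoprotein filaments preassembled on unlabelled ssDNA / Timing: filaments 15 min 37 °C, then compound 30 min / Control set: per-plate controls and blanks / Technique: fluorescence dequenching at 485/520 nm / Compound: 10 µM final, single point / Also added: Fluorescein- and BHQ1-tagged 47-mer duplex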
Hck Nef HTS: inhibitors of Nef-activated human Hck kinase, primary screen, biochemical, Z-Lyte FRET, 384-well, Hck-YEEI | Tyrosine-protein kinase HCK (Homo sapiens), P08631 | Recombinant Hck-YEEI plus Nef, Z-Lyte FRET kinase assay | inhibition, % at 20 µM | hit rate 0.68% among 220,000 | AID 463187, 2010;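 active = Hck-Nef kinase inhibition above about 50%, limit read from the data; inactive = inhibition below that limit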;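 note: 0% = DMSO with Hck plus Nef and 100% = Hck alone without Nef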
Target sequence (P08631 whole entry, looked up): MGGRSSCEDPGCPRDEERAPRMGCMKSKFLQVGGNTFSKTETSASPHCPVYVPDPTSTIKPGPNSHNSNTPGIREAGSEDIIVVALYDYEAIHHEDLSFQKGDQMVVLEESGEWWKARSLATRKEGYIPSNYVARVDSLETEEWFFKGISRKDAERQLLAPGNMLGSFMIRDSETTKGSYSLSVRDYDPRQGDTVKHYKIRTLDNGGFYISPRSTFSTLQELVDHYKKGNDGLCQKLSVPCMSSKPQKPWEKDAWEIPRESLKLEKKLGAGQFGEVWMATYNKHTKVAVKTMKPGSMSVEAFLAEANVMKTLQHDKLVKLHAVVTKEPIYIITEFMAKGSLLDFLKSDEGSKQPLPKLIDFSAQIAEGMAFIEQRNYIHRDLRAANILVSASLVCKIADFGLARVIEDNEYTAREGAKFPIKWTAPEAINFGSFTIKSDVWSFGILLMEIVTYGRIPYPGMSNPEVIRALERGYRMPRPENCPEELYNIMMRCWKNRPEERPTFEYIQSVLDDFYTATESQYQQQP
EP2 modulator: EP2 receptor modulators, cAMP readout, primary screen, cell-based, HTRF cAMP, PGE2 stimulation; Prostaglandin E2 receptor EP2 subtype (Homo sapiens), P43116; EP2-expressing cells, cAMP HTRF FRET, PGE2 co-stimulation; induction, % at 25 µM; hit rate 0.83% among 260,000; AID 940, 2007;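 active = compounds whose cAMP rise, as percent of the full-agonist control response, exceeds 60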;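 note: rat C6 glioma line stably carrying human EP2 under a CMV promoter; the protocol text gives 20 µM as final concentration; 100% = response of wells given 1 µM PGE2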
Calpain2 inh: inhibitors of pig calpain II, primary screen, biochemical, fluorogenic peptide substrate, 1536-well. inhibition, % at 16 µM. purified calpain II, 30 min. hit rate 0.37% among 220,000. AID 1236, 2008;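 active = inhibition above about 50%, limit read from the data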
TbHK1 inh: Trypanosoma brucei hexokinase 1 inhibitors, primary screen, biochemical, G6PDH-coupled NADH absorbance, MLSCN library | hexokinase 1 [Trypanosoma brucei] | inhibition, % at 10 µM | hit rate 0.11% among 220,000 | recombinant TbHK1, G6PDH-coupled NADH A340 | AID 1430, 2008;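 active = inhibition of 50% or more in the single-dose primary screen; inactive = inhibition below 50%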
EP2 antag: human EP2 receptor antagonists, primary screen, TR-FRET cAMP, C6 glioma cells; Prostaglandin E2 receptor EP2 subtype (Homo sapiens), P43116; C6 glioma cells expressing human EP2; cells stimulated with saturating PGE2; inhibition, % at 25 µM; hit rate 0.52% among 260,000; AID 1422, 2008;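 active = percent inhibition above 40 after rounding to a whole number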;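 note: rat C6 glioma host cells with rolipram phosphodiesterase inhibitor present; the protocol text gives 20 µM as final concentration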
* = called active by the depositor; nt = not tested or not shown; & = joins results of further samples; ! = repeats disagree; [ ] = another dose, or the depositor's remark. The list is partial; the hit share may differ from the screen's.

Value order – eIF4E 4G PPI	14-3-3 Bad inh	zVAD death inh	Rad51 HR inh	Hck Nef HTS	EP2 modulator	Calpain2 inh	TbHK1 inh	EP2 antag
1	CCOC(=O)Cc1csc(NC(=O)c2ccc(S(=O)(=O)N3CCCC3)cc2)n1
 : -11	-11	-0.3	-2	1	9	-5	-9	10
2	O=C(/C=C/c1cccs1)NCc1cccnc1
 : 4[fluorescence artefact?]	3	0.0	5	2	-6	-1	-15	0
3	CC(C)C(c1nnnn1Cc1ccc(F)cc1)N1CCN(Cc2ccc3c(c2)OCO3)CC1 (stereo not given)
 : 2	10	-0.2	5	1	31	16	3	8
4	Clc1ccc(-c2nnnn2-c2ccc(Cl)c(Cl)c2)cc1Cl
 : 23	6	-0.4	-13	-3	-45	55*	1	10
5	O=C(Oc1ccc(Cl)c2cccnc12)N1CCCCC1
 : 4	0	1.3	5	0	7	-6	-2	6
6	CCN(C(=O)CN1CCN(c2ccccc2F)CC1)c1c(N)n(Cc2ccccc2)c(=O)[nH]c1=O
 : 2	-5	1.2	21	19	30	1	0	3
7	C=CCn1nnc2sc3c(c2c1=O)CCC(C)C3 (stereo not given)
 : -8	-13	0.5	7	-1	9	-79	-16	10
8	CCOc1c(C)cc2[nH]c(CCC(=O)O)nc2c1C
 : -2	6	2.4	1	-14	6	-5	4	8
9	O=C(NCCN1C(=O)C2C3C=CC(C3)C2C1=O)Nc1ccccc1O (stereo not given)
 : 2	3	-1.1	0	0	9	-7	-1	6
10	O=C(COC(=O)c1ccc[nH]c1=O)NC1CCCCC1
 : -1	-5	-0.3	nt	5	-4	18	-12	8
11	O=C(COc1ccc(S(=O)(=O)N2CCc3ccccc32)cc1Cl)NCc1ccccn1
 : 2	12	0.4	-3	-1	1	0	-17	1
12	Cc1ccc(OCCNC(=O)C(=O)NCc2ccco2)cc1
 : 2	-6	4.6	4	23	2	13	-5	4
13	CC(C)(C)NC(=O)c1ccc2c(c1)CCO2
 : -5	-5	0.3	-8	1	9	-17	-7	18
14	Cc1ccc(S(=O)(=O)N2CCOCC(=O)NCCOCCNC(=O)COCC2)cc1
 : -1	9	3.0	2	-6	7	-3	1	-2
15	Cc1onc(-c2ccccc2)c1C(N)=O
 : 6	4	0.8	10	1	12&-2	3	0	13&9
16	COc1cc(-c2noc(CCCC(=O)Nc3ccc(C(N)=O)cc3)n2)cc(OC)c1OC
 : 0	-11	-0.4	14	8	18	-7	-5	6
17	O=C(CCC(=O)N1CCN(S(=O)(=O)c2ccc(Cl)cc2)CC1)NC1CCCc2ccccc21 (stereo not given)
 : 1	0	0.6	6	-2	-11	-39	-4	10
18	Cc1ccc(-n2c(C)cc(C(=O)OCC(=O)N(C)C3CCS(=O)(=O)C3)c2C)cc1 (stereo not given)
 : 6	9	0.2	-8	-8	38	-21	2	16
19	CCOC(=O)C1CCN(c2ccc([N+](=O)[O-])c(C(C)=O)c2)CC1
 : 3	-20	1.2	-4	23	-9	28	-6	5
20	O=C(Nc1ccccc1N1CCCC1)c1cccc(-c2cc3ccccc3oc2=O)c1
 : 0	9	2.0	26	4	13	-14	-2	3
21	Cc1ccc(C)c(NC(=O)C(OC(=O)c2ccc(C)s2)c2ccccc2)c1 (stereo not given)
 : -1	6	0.9	-1	1	15	17	2	8
22	Cc1nn(-c2ccccc2)cc1/C=N/O
 : 9	4	1.1	-1	1	8	24	4	4
23	Cc1nnc(C)c2c(C)n(Cc3ccc4c(c3)OCO4)c(C)c12
 : 3	1	0.0	3	1	1	-72	0	6
24	CC(C)=CC(=O)N1CCCc2ccccc21
 : 2	-2[fluorescence artefact?]	0.5	2	0	-2	-15	-5	6
25	O=C(CCN1CCCCC1)Nc1ccc(Br)cc1
 : 0	8[fluorescence artefact?]	-0.2	1	-1	-10	-13	3	-1
26	O=C(CCc1nc(-c2ccccc2Cl)no1)NCC1CCCO1 (stereo not given)
 : -5	-2	0.7	1	4	24	-34	-1	6
27	COc1ccc(NC(=O)c2ccc3c(c2)OCO3)cc1[N+](=O)[O-]
 : -4	6	-0.9	-2	18	-40	-19	-1	8
28	CN1CCN(S(=O)(=O)c2ccc(NC(=O)C3CCCO3)cc2)CC1 (stereo not given)
 : 0[fluorescence artefact?]	-2	-0.5	7	-8	20	5	2	2
29	CC(C)N(Cc1ccccc1)C(=S)NC(=O)C1(C)CC1(Cl)Cl (stereo not given)
 : -2	-5	-1.1	1	12	22	15	-3	7
30	COc1ccc(CNC(=O)C(OC(C)=O)c2ccccn2)cc1 (stereo not given)
 : 0	-6	-0.5	-3	1	17&7	-45	-5	15&9
31	COc1ccc(-n2nnc3c(=O)n(C/C=C/c4ccccc4)cnc32)cc1
 : -26	7	0.2	-2	3	8	-23	-5	11
32	O=C(OCCO)c1cc(Cl)c(C(=O)OCCO)cc1Cl
 : 1	8	-0.5	-4	-4	3	-14	16	10
33	CC(=O)N1CCN(c2ccc(NCc3ccc(C)s3)cc2)CC1
 : 1	-2	0.3	-4	0	0	-6	1	8
34	CCc1ccc(/C=N/NC(=O)Cc2cccn2C)cc1
 : 3	-6	1.4	16	5	-9	-5	-6	10
35	Cc1onc(C(=O)NN)c1C(=O)Nc1ncc(C(F)(F)F)cc1Cl
 : -1	8	1.0	21	21	14	-24	-4	4
36	COc1ccc(/C=N/NC(=O)c2cccc(NC(C)=O)c2)c(C(=O)O)c1OC
 : 0	-20	0.7	-36	26	7	-38	-15	1
37	CCOCCCNc1nc2c(C)cccn2c(=O)c1/C=C1\SC(=S)N(CC(C)C)C1=O
 : -19	1	-0.3	nt	-2	21	12	-8	nt
38	O=C(NCc1ccco1)c1ccccc1NC(=O)C1CC(=O)N(c2ccc(Cl)cc2)C1 (stereo not given)
 : 11	1	0.3	-3	1	18	8	3	4
39	Cc1nc(NCc2ccco2)c2c(C)c(C)sc2n1
 : -6	68[fluorescence artefact?]	-1.5	1	2	41	-23	-6	6
40	CCOC(=O)C(Cc1ccccc1)NC(=O)CNC(=O)CNC(=O)OCc1ccccc1 (stereo not given)
 : 2	-10	1.5	nt	2	12	-5	18	13
41	Cc1ccc(-c2cc(C(=O)N/N=C/c3ccco3)[nH]n2)cc1
 : 10	8[fluorescence artefact?]	0.3	nt	0	-31	19	-22	nt
42	Cc1cc([N+](=O)[O-])nn1CCCC(=O)Nc1sc2c(c1C(N)=O)CCC(C)C2 (stereo not given)
 : 5	-3[fluorescence artefact?]	0.1	1	5	13	6	34	2
43	C/C(=N\OCc1ccc(C#N)cc1)c1ccccc1
 : -2	-3	-0.3	3	17	29	43	-1	3
44	CC(Sc1nnc2c(n1)C1(C)CCC2C1(C)C)C(=O)Nc1ccccc1 (stereo not given)
 : 3	13	-0.3	6	0	2	-18	-5	11
45	Cn1c(C(=O)N2CCCC(C(=O)NCCN3CCOCC3)C2)cc2sccc21 (stereo not given)
 : -1	-7	-0.1	-3	2	11	15	4	2
46	COc1cc(-c2nc(C(F)(F)F)c(OC)o2)cc(OC)c1OC
 : -6	-1[fluorescence artefact?]	0.1	7	-1	-6	8	-4	11
47	Cc1ccc2c(c1)/C(=N/N1C(=O)c3ccccc3C1=O)C(=O)N2
 : 3[fluorescence artefact?]	-8	0.6	4	1	4	-20	-11	6
48	O=C(COC(=O)c1ccc(S(=O)(=O)N2CCCCC2)cc1)NCc1ccco1
 : 8	0	2.1	-2	13	20	-57	3	11
49	CN(C)CCC(=O)c1ccc(Cl)cc1
 : 20	-2	0.1	0	-3	-19	-8	4	26
50	CSc1nc(N2CCOCC2)c2sccc2n1
 : -2	-2	19	4	-2	6	-19	-6	5

(listing goes on)
Value order – eIF4E 4G PPI	14-3-3 Bad inh	zVAD death inh	Rad51 HR inh	Hck Nef HTS	EP2 modulator	Calpain2 inh	TbHK1 inh	EP2 antag
51	CC(C)N(CCn1c(=S)[nH]c2ccccc2c1=O)C(C)C
 : 2	3	-0.7	0	3	-17	21	-6	16
52	CCOC(=O)c1c(CC(C)C)csc1/N=C/C1C(=O)CCCC1=O
 : -3	-11	1.6	8	6	68*	-22	5	1
53	Cc1ccc(-c2nc3cccnc3s2)cc1NS(=O)(=O)c1ccc2c(c1)CCCC2
 : -2[fluorescence artefact?]	-12	nt	-1	-4	52	-65	-7	16
54	COc1c(F)c(F)c(C(=O)Nc2ccc(N3CCN(C(C)=O)CC3)c(Cl)c2)c(F)c1F
 : 0	-7	-0.1	-5	4	-1	31	-9	2
55	Cc1cc(C(C)(C)C)oc1C(=O)NCCCNC(=O)c1oc(C(C)(C)C)cc1C
 : 3	0	0.2	3	5	61*!	-14	-4	7&7
56	CCN1CCN(C(=O)Cn2ncc3c2-c2ccccc2OC3)CC1
 : 4[fluorescence artefact?]	6[fluorescence artefact?]	-0.5	5	1	7	-3	-7	11
57	C=C(C)c1cccc(C(C)(C)NC(=O)N2CCN(c3ncccn3)CC2)c1
 : nt	nt	-0.4	-16	0	nt	nt	2	27
58	Cn1c(=O)c(=O)n(C)c2cc(S(=O)(=O)N3CCCC3C(=O)NCc3ccco3)ccc21 (stereo not given)
 : -3	2	0.4	0	0	16	-7	-15	8
59	Cc1csc(Nc2cccc3ccccc23)n1
 : -4	-9	0.5	2	19	-8	-18	-10	2
